M. tuberculosis HTS – M. tuberculosis growth inhibition, HTS (AID 449762). 330,000 tested, 0.59% active. M. tuberculosis H37Rv growth inhibition, 7H9 media; higher % means a stronger effect. inhibition, % at 25 µM; hits with a dose series show IC50 in µM; in the data active means a potency from the dose series;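 further: bacterial growth assessed after seven days of incubation; strong numbers were not always called active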
PhoP GFP inhibition – PhoP regulon inhibitors, Salmonella typhi PhoP promoter GFP reporter, confirmatory (AID 1850); Salmonella Typhi PhoP-promoter GFP reporter, fluorescence, 4 h; higher % means a stronger effect; inhibition, % at 50 µM; hits with a dose series show IC50 in µM; 310,000 tested, 0.33% active; in the data active means a potency from the dose series;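 further: 0% = induced wells with vehicle and 100% = uninduced wells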
M. tuberculosis – growth inhibition of non-replicating M. tuberculosis (AID 488890); Mycobacterium tuberculosis non-replicating, growth inhibition; higher % means a stronger effect; inhibition, % at 25 µM, or IC50 in µM where a hit was titrated; 320,000 tested, 0.39% active; in the data active means a potency from the dose series;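 further: plate controls were DMSO cells for no effect and high antibiotic wells for full effect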
influenza NS1A – NS1A inhibition, H1N1 influenza, cell based functional assay (AID 504329). NS1A functional cell-based assay, percent inhibition; higher % means a stronger effect. inhibition, % at 12.5 µM, or IC50 in µM where a hit was titrated. 340,000 tested, 0.3% active; in the data active means a potency from the dose series; further: strong numbers were not always called active
VEEV TC-83 Vero – inhibitors of VEEV TC-83 cytopathic effect, confirmation, Vero cells (AID 588727); Vero cells, VEEV TC-83 cytopathic effect inhibition; higher % means a stronger effect; one-dose inhibition, % at 20 µM; IC50 in µM for titrated hits; 350,000 tested, 0.13% active; in the data active means a potency from the dose series; further: strong numbers were not always called active
VEEV TC-83 Vero 10K pilot screen – further read-out of VEEV TC-83 Vero, marked with its call; inhibition, %; measured here: 10K pilot screen inhibition
* = called active by the depositor.

What do the screens show for `COc1ccc(OC)c(C(=O)N2CCCC(Nc3ccc(F)cc3)C2)c1` (stereo not given)?
M. tuberculosis HTS: 3%; PhoP GFP inhibition: -6%; M. tuberculosis: 14%; influenza NS1A: -2%; VEEV TC-83 Vero: 3.7%

How did O=C(O)c1ccc(-c2nc(-c3cccc(C(F)(F)F)c3)cs2)cc1 do in these assays?
influenza NS1A: -7%; VEEV TC-83 Vero: 2.9%

Results for O=C1N=C(N2CCOCC2)S/C1=C/c1cc2c(cc1[N+](=O)[O-])OCO2 ?
M. tuberculosis HTS: 2%; PhoP GFP inhibition: -6%; M. tuberculosis: 12%; influenza NS1A: -1%; VEEV TC-83 Vero: 4.2%

What do the screens show for `O=C(CN1C(=O)c2cccc3cccc1c23)N1CCN(c2cccc(Cl)c2)CC1`?
M. tuberculosis HTS: 2%; PhoP GFP inhibition: 13%; M. tuberculosis: -14%; influenza NS1A: -3%; VEEV TC-83 Vero: 0.4%

What do the screens show for `C=CCOc1c(Br)cc(/C=N/O)cc1OCC`?
M. tuberculosis HTS: 2%; PhoP GFP inhibition: -11%; M. tuberculosis: -13%; influenza NS1A: -5%; VEEV TC-83 Vero: 1.2%

How did CCc1nnc(NC(=O)c2cc(-c3cccnc3)nc3ccccc23)s1 do in these assays?
M. tuberculosis HTS: -5%; PhoP GFP inhibition: -3%; M. tuberculosis: 7%; influenza NS1A: -5%; VEEV TC-83 Vero: 9.9%

What do the screens show for `Cc1c(OCC(=O)NC2CCN(Cc3ccccc3)CC2)ccc2c3c(c(=O)oc12)CCC3`?
M. tuberculosis HTS: 8%; PhoP GFP inhibition: 2%; M. tuberculosis: 8%; influenza NS1A: 3%; VEEV TC-83 Vero: 2.7%

How did Cc1nnc(CN(C)Cc2cn[nH]c2-c2ccc(-c3ccccc3)cc2)o1 do in these assays?
M. tuberculosis HTS: 1%; PhoP GFP inhibition: 21%; M. tuberculosis: 20%; influenza NS1A: -7%; VEEV TC-83 Vero: 4.3%

Results for CC1CCCC(NC(=O)CCNC(=O)c2ccc(Br)cc2)C1C (stereo not given) ?
M. tuberculosis HTS: -2%; PhoP GFP inhibition: -4%; M. tuberculosis: 70%; influenza NS1A: -6%; VEEV TC-83 Vero: 1.1%

What do the screens show for `O=c1c2ccccc2nc(-c2ccc(Cl)cc2Cl)n1-c1nccs1`?
M. tuberculosis HTS: 28%; PhoP GFP inhibition: -3%; M. tuberculosis: 45%; influenza NS1A: 3%; VEEV TC-83 Vero: inactive

How did O=C(Nc1cccc(-c2nnc(-c3ccccc3)o2)c1)C1CC1 do in these assays?
M. tuberculosis HTS: 63%; PhoP GFP inhibition: -9%; M. tuberculosis: 13%; influenza NS1A: -25%; VEEV TC-83 Vero: 9.9%

How did CCCC(=O)Nc1nnc(COC)s1 do in these assays?
M. tuberculosis HTS: -4%; PhoP GFP inhibition: 1%; M. tuberculosis: -11%; influenza NS1A: 2%; VEEV TC-83 Vero: 1.2%

Results for COc1ccc(OC)c(C(=O)Cn2nnc(-c3ccc(N4CCOCC4)cc3)n2)c1 ?
M. tuberculosis HTS: 14%; PhoP GFP inhibition: -18%; M. tuberculosis: -2%; influenza NS1A: -6%; VEEV TC-83 Vero: 7.1%

How did COCCn1nnnc1CN(Cc1cccnc1)Cc1cc2cc(OC)ccc2[nH]c1=O do in these assays?
influenza NS1A: -2%; VEEV TC-83 Vero: 4.7%

Results for N#CC1(NC(=O)COC(=O)c2nc(Cl)ccc2Cl)CCCCC1 ?
M. tuberculosis HTS: 1%; PhoP GFP inhibition: 3%; M. tuberculosis: -6%; influenza NS1A: -5%; VEEV TC-83 Vero: 1.6%

What do the screens show for `CNC(=S)N(Cc1cccs1)Cc1cc2ccc(OC)cc2[nH]c1=O`?
M. tuberculosis HTS: -2%; PhoP GFP inhibition: 1%; M. tuberculosis: 1%; influenza NS1A: 1%; VEEV TC-83 Vero: 11%

What do the screens show for `O=C(NCC1CCCO1)C(c1ccc(N2CCOCC2)cc1)N(C(=O)Cn1nnc2ccccc21)c1ccccc1F` (stereo not given)?
M. tuberculosis HTS: -4%; PhoP GFP inhibition: 5%; M. tuberculosis: 3%; influenza NS1A: 5%; VEEV TC-83 Vero: inactive

How did CC(NC(=O)c1nn(C)c2c1CS(=O)(=O)c1ccccc1-2)c1ccccc1 (stereo not given) do in these assays?
M. tuberculosis HTS: -3%; PhoP GFP inhibition: -2%; M. tuberculosis: 11%; influenza NS1A: 2%; VEEV TC-83 Vero: 7.8%

Results for Cc1ccc(OCCn2cc(C(=S)N3CCCC3)c3ccccc32)cc1C ?
M. tuberculosis HTS: -6%; PhoP GFP inhibition: 3%; M. tuberculosis: 12%; influenza NS1A: 23%; VEEV TC-83 Vero: 2.2%

How did C=CCn1c(O)c(N=NC(=S)Nc2ccccc2C)c2cc(S(=O)(=O)N3CCOCC3)ccc21 do in these assays?
M. tuberculosis HTS: 14%; PhoP GFP inhibition: 2%; M. tuberculosis: -20%; influenza NS1A: 2%; VEEV TC-83 Vero: 11%

How did CCc1ccc(NC(=O)Cn2nnc(C(=O)NCc3ccc(OC)cc3)c2N)cc1 do in these assays?
M. tuberculosis HTS: -2%; PhoP GFP inhibition: 5%; M. tuberculosis: -16%; influenza NS1A: -9%; VEEV TC-83 Vero: inactive

What do the screens show for `COc1ccc(C2Nc3ccccc3C(=O)N2c2ccc(C)cc2)cc1Cn1nnc2ccccc21` (stereo not given)?
M. tuberculosis HTS: -8%; PhoP GFP inhibition: -2%; M. tuberculosis: 16%; influenza NS1A: 6%; VEEV TC-83 Vero: 9.3%

How did COC(=O)c1ccc(COC(=O)c2ccc(CS(=O)(=O)c3ccc(C)cc3)cc2)cc1 do in these assays?
M. tuberculosis HTS: 4%; PhoP GFP inhibition: -1%; M. tuberculosis: 12%; influenza NS1A: 18%; VEEV TC-83 Vero: 0.9%

What do the screens show for `CC(C)(C)OC(=O)N1CCCC(C(=O)Nc2cccc(C(=O)N3CCCC3)c2)C1` (stereo not given)?
M. tuberculosis HTS: 10%; M. tuberculosis: 6%; influenza NS1A: -10%; VEEV TC-83 Vero: 0.7%

What do the screens show for `Cc1ccc(S(=O)(=O)N2CCN(C(=O)COC(=O)C3CCC3)CC2)cc1`?
M. tuberculosis HTS: -3%; PhoP GFP inhibition: 5%; M. tuberculosis: 9%; influenza NS1A: 3%; VEEV TC-83 Vero: 0.8%

Results for Cc1ccc([N+](=O)[O-])c(OCCN2CCc3ccccc3C2)c1 ?
M. tuberculosis HTS: -1%; PhoP GFP inhibition: 1%; M. tuberculosis: 6%; influenza NS1A: 0%; VEEV TC-83 Vero: inactive

How did COC(=O)c1ccccc1NC(=O)Nc1cnccn1 do in these assays?
M. tuberculosis HTS: -11%; PhoP GFP inhibition: 10%; M. tuberculosis: 7%; influenza NS1A: 6%; VEEV TC-83 Vero: inactive

How did Cc1ccc(NCC(O)Cn2cnc3c2c(=O)n(C)c(=O)n3C)cc1 (stereo not given) do in these assays?
M. tuberculosis HTS: 2%; PhoP GFP inhibition: 2%; M. tuberculosis: -11%; influenza NS1A: 1%; VEEV TC-83 Vero: 0.4%

How did COc1ccccc1CNC(=O)CC(NS(=O)(=O)c1ccc(C)cc1)c1ccco1 (stereo not given) do in these assays?
M. tuberculosis HTS: 0%; PhoP GFP inhibition: -3%; M. tuberculosis: 13%; influenza NS1A: 7%; VEEV TC-83 Vero: 6.0%

How did CC(C)(C)NC(=O)NC(=O)COc1ccccn1 do in these assays?
M. tuberculosis HTS: -1%; PhoP GFP inhibition: -4%; M. tuberculosis: -17%; influenza NS1A: 1%; VEEV TC-83 Vero: inactive

What do the screens show for `CC(=O)NC(=O)NC1CSCC1OC(C)=O` (stereo not given)?
M. tuberculosis HTS: -5%; PhoP GFP inhibition: -9%; M. tuberculosis: -1%; influenza NS1A: 0%; VEEV TC-83 Vero: inactive; VEEV TC-83 Vero 10K pilot screen: 0.9

What do the screens show for `Cc1cc(C(=O)N/N=C/c2cccc([N+](=O)[O-])c2O)n[nH]1`?
M. tuberculosis HTS: 1%; PhoP GFP inhibition: -5%; M. tuberculosis: 15%; influenza NS1A: 7.3µM*; VEEV TC-83 Vero: 1.4%

How did O=C(NC1CCCC1)c1ccc(Cl)s1 do in these assays?
M. tuberculosis HTS: -3%; PhoP GFP inhibition: -9%; influenza NS1A: 1%; VEEV TC-83 Vero: 5.0%

What do the screens show for `CCOC(=O)c1ccc(S(=O)(=O)n2c(=O)oc3ccccc32)cc1`?
M. tuberculosis HTS: -6%; M. tuberculosis: 13%; influenza NS1A: -7%; VEEV TC-83 Vero: 2.8%

Results for Cc1ccc(NC(=O)CNC(=O)OCc2ccccc2)cc1C ?
M. tuberculosis HTS: -4%; PhoP GFP inhibition: 22%; M. tuberculosis: -18%; influenza NS1A: -3%; VEEV TC-83 Vero: 0.7%

How did COc1cc(SC)ccc1C(=O)OCC(=O)NCC(C)C do in these assays?
M. tuberculosis HTS: 2%; PhoP GFP inhibition: 2%; M. tuberculosis: 20%; influenza NS1A: -6%; VEEV TC-83 Vero: inactive

Results for COc1ccc(NC(=O)C2CCCN2S(=O)(=O)c2ccc3c(c2)CCC(=O)N3)cc1 (stereo not given) ?
M. tuberculosis HTS: -21%; PhoP GFP inhibition: 1%; M. tuberculosis: 7%; influenza NS1A: 2%; VEEV TC-83 Vero: 0.8%

How did COc1cc(-c2c(C#N)c(N)nc3[nH]c(=S)[nH]c(=O)c23)ccc1O do in these assays?
M. tuberculosis HTS: -5%; PhoP GFP inhibition: -7%; M. tuberculosis: -3%; influenza NS1A: -21%; VEEV TC-83 Vero: 0.2%

Results for Nc1nc(NCc2ccccc2Cl)n(-c2ccccc2)n1 ?
M. tuberculosis HTS: -1%; PhoP GFP inhibition: -1%; M. tuberculosis: -10%; influenza NS1A: -3%; VEEV TC-83 Vero: 0.4%

What do the screens show for `c1ccc(-c2cnc(-c3ccccc3)nn2)cc1`?
M. tuberculosis HTS: -6%; PhoP GFP inhibition: 1%; M. tuberculosis: 24%; influenza NS1A: 10%; VEEV TC-83 Vero: 3.1%; VEEV TC-83 Vero 10K pilot screen: 3.3

What do the screens show for `O=C(NCC(=O)N1CCN(S(=O)(=O)c2cccc(F)c2)CC1)c1ccc(Br)o1`?
M. tuberculosis HTS: -1%; PhoP GFP inhibition: 8%; M. tuberculosis: -9%; influenza NS1A: -12%; VEEV TC-83 Vero: 2.4%

Results for c1ccc(Nc2nc(-c3ccncc3)cs2)nc1 ?
M. tuberculosis HTS: 11%; PhoP GFP inhibition: -4%; M. tuberculosis: 5%; influenza NS1A: -4%; VEEV TC-83 Vero: 11%; VEEV TC-83 Vero 10K pilot screen: 5.3

Results for CCOC(=O)N1CCN(C(=O)c2cc3c(s2)-c2ccccc2OC3)CC1 ?
M. tuberculosis HTS: -1%; PhoP GFP inhibition: -1%; M. tuberculosis: 15%; influenza NS1A: -6%; VEEV TC-83 Vero: 5.1%

Results for COc1cc(OC)cc(C(=O)Nc2cccc(NC(C)=O)c2)c1 ?
M. tuberculosis HTS: -7%; PhoP GFP inhibition: 2%; M. tuberculosis: 5%; influenza NS1A: 7%; VEEV TC-83 Vero: 0.8%

How did CCN(CC)CCCNC(=S)N(CCO)Cc1cc2cc3c(cc2[nH]c1=O)OCO3 do in these assays?
M. tuberculosis HTS: 4%; PhoP GFP inhibition: 3%; M. tuberculosis: -3%; influenza NS1A: -1%; VEEV TC-83 Vero: 1.7%

What do the screens show for `O=C1C(C=NCCCN2CCCC2=O)=C(O)c2ccccc21`?
M. tuberculosis HTS: -6%; PhoP GFP inhibition: 0%; M. tuberculosis: -5%; influenza NS1A: 7%; VEEV TC-83 Vero: inactive; VEEV TC-83 Vero 10K pilot screen: 0.8

High-throughput results deposited in PubChem BioAssay by Southern Research Specialized Biocontainment Screening Center.

This is a random part of the collection; 1.5% or so of the library scored in one or more.
